High-throughput results from PubChem.
PI5P4Ka inh: qHTS for Inhibitors of phosphatidylinositol 5-phosphate 4-kinase (PI5P4K) | AID 652105, 2013 | Phosphatidylinositol 5-phosphate 4-kinase type-2 alpha (Homo sapiens), P48426 | max response, % | PI5P4Kalpha enzyme, ADP-Glo luminescence, 60 min; active compounds read low | 330,000 tested, 1.2% active; active means max response of -50% or lower; inconclusive means between -30% and -50%; inactive means -30% or higher; further: value at the top dose of about 77 µM; on the % scale 0 is the no-effect control and ±100 the full control effect
Target sequence (P48426 whole entry, looked up): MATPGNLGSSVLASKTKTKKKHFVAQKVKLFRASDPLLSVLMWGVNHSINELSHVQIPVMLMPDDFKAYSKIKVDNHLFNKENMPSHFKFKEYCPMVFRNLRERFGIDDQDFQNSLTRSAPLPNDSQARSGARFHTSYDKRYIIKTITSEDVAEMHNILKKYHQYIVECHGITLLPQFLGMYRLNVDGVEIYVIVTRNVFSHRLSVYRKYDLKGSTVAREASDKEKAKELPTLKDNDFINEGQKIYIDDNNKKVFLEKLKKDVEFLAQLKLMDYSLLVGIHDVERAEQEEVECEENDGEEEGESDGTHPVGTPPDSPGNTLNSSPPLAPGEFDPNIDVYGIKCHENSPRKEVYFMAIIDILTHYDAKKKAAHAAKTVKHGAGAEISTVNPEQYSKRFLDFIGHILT
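qHTS, 1536-well: enzyme/substrate mix, compound by pin tool, 5 microM ATP final; RT 60 min; ADP-Glo reagents 1 (45 min) then 2 (30 min); luminescence.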
PLK1 PBD inh: qHTS for Inhibitors of PLK1-PDB (polo-like kinase 1 - polo-box domain): Primary Screen. Plk1 PBD binding of FITC phosphopeptide, fluorescence polarization. Potency, µM, for the others: max response, negative = inhibition, hits mostly inhibitors. 360,000 tested, 2.8% active; further: potency means the concentration at half of the fitted maximal effect; series mostly up to about 57 µM; on the % scale 0 is the no-effect control and ±100 the full control effect; nearly all actives have a fitted effect of over 65% in size
Target sequence (P53350 whole entry, looked up, the tested form may be a part): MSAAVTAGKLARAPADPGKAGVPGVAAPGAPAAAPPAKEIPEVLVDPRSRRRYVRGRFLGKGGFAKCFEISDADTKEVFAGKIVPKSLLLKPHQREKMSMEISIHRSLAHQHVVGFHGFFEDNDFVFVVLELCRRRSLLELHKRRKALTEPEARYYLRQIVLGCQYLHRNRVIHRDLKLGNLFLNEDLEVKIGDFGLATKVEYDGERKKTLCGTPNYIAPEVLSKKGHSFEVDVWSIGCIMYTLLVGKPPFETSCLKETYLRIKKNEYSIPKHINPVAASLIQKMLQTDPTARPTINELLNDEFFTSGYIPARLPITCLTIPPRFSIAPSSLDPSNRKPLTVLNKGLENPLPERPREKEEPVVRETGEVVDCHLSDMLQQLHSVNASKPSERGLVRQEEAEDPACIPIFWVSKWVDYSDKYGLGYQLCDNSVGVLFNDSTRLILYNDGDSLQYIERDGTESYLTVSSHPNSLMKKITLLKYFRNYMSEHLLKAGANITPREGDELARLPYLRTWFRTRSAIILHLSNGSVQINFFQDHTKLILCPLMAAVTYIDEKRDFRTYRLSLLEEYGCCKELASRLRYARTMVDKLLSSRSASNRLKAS
IL2 activator: qHTS of IL-2 Activators; AID 652025, 2013; activation, % (series mostly up to about 46 µM); IL-2 activation reporter assay, cell-based qHTS; stimulated with anti-CD3/CD4/CD28 beads; in transgenic mouse T cells; 360,000 tested, 0.065% active; in the data active means activation above about 50%; inconclusive means mostly about 30% to 49%; further: 0% is about no effect
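Unstimulated transgenic mouse T cells preincubated 60 min with compound, then stimulated with anti-CD3/anti-CD4-coated beads plus anti-CD28 for 18 h at 37 degrees C. IL-2 response read as EGFP and DsRed fluorescence by plate cytometry.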
FUS suppressor: qHTS for Suppressors of FUS Proteinopathy: Primary screen using FUS-linked yeast assay. AID 1347120, 2019. S. cerevisiae FUS-expressing, growth rescue, OD600, 24 h. Potency, µM (top dose mostly 76.6 µM), for inactives: at the top dose growth rescue (activation), actives largely listed as activators. 390,000 tested, 0.24% active;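 further: potency means the concentration at half of the fitted maximal effect; plate controls were DMSO vehicle for no effect and reference control for full effect; nearly all actives have a fitted effect of over 55% in size; some results filed as inactive show a strong effect at the top dose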
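Steps: raffinose overnight preculture; dilution to OD 0.005 in 2% galactose minimal medium; compound addition (concentration series); 24hr at 30C, 99% humidity; absorbance read at 600 nm.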
Abeta yeast res: qHTS for compounds that reverse cellular toxicity of Amyloid beta (A-beta) peptide in yeast: Primary Screen | yeast expressing A-beta42, growth rescue, OD600, 48 h; response scale: 0% DMSO, 100% iron-clioquinol control | Potency, µM (series often up to 46.1 µM), for inactives: at the highest dose growth rescue, actives largely listed as activators | 410,000 tested, 0.063% active | AID 1347071, 2019; further: potency means the concentration at half of the fitted maximal effect; nearly all actives have a fitted effect of over 55% in size
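Yeast growth medium received pinned compounds, then yeast cells expressing toxic A-beta were added; plates incubated at 30 C for 48 hr. Growth read as absorbance at 600 nm, normalized to DMSO and equimolar FeCl3 plus clioquinol controls.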
WRN inhibitor: qHTS for Inhibitors of WRN Helicase; Potency, µM (highest dose often 114 µM), for inactives: top-dose activity change, negative = inhibition, usual class: inhibitors; WRN helicase unwinding, fluorescent forked duplex, kinetic; 360,000 tested, 0.46% active; AID 651768, 2012; Bifunctional 3'-5' exonuclease/ATP-dependent helicase WRN (Homo sapiens), Q14191; further: potency means the concentration at half of the fitted maximal effect; on the % scale 0 is the no-effect control and ±100 the full control effect; nearly all actives have a fitted effect of over 55% in size
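Screening of the MLSMR collection measured strand separation of a quenched forked DNA duplex (100 nM) by 20 nM WRN with 2 mM ATP, all final. Compounds were preincubated with enzyme 15 min at room temperature.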
EPAC1 ag: qHTS for Agonist of cAMP-regulated guanine nucleotide exchange factor 3 (EPAC1): primary screen; Rap guanine nucleotide exchange factor 3 (Homo sapiens), O95398; EPAC1 agonist qHTS, biochemical assay; response scale: 100% = response to 6.5 mM cAMP; Potency, µM (doses to about 154 µM), for the others: at the highest dose activation, hits mostly activators; 360,000 tested, 0.073% active; AID 720707, 2013; further: potency means the concentration at half of the fitted maximal effect; nearly all actives have a fitted effect of over 60% in size
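Compounds were pinned as a concentration titration into mixtures of EPAC1 (100 nM), BODIPY-GDP-loaded Rap1B (250 nM) and GDP (50 uM). After 5 min at room temperature, fluorescence was followed for 30 min; activity was scaled to 6.5 mM cAMP.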
EPAC1 antag: qHTS for Antagonist of cAMP-regulated guanine nucleotide exchange factor 3 (EPAC1): primary screen | Rap guanine nucleotide exchange factor 3 (Homo sapiens), O95398 | EPAC1 GEF assay, Rap1b-BODIPY-GDP exchange fluorescence | Potency, µM (highest dose often 115 µM), inactives show at the top dose activity change, negative = inhibition, actives largely listed as inhibitors | 360,000 tested, 0.14% active | AID 720709, 2013;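 further: potency means the concentration at half of the fitted maximal effect; plate controls were vehicle for no effect and positive control for full effect; nearly all actives have a fitted effect of over 50% in size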
An asterisk follows results filed as active; ? = inconclusive; . = no result given; [ ] = another dose, or the depositor's remark. Unless noted, the call rests on the fitted dose curve; in most records, active means well fitted curve in the direction sought with a large enough effect; inconclusive means small, poorly fitted or top-dose-only effect, or another doubt; inactive means no such curve, though single readings can be large; an effect the other way counts as inactive or inconclusive.

1. Cc1cc(OCC(=O)N2CCOCC2)c(C(C)C)cc1Cl
2. CC(C)NC(=O)c1cc(C2CCCCN2C(=O)c2ccc(C(C)C)cc2)on1 (stereo unspecified)
3. CN(Cc1cn(Cc2cccc(C(F)(F)F)c2)nn1)C1CN(Cc2cn(Cc3cccc(C(F)(F)F)c3)nn2)S(=O)(=O)C1 (stereo unspecified)
4. CC[C@]12c3[nH]c4cc(-c5ccco5)ccc4c3CCN1C(=O)[C@@H](CC(=O)NCCN1CCOCC1)C[C@@H]2C(=O)N1CCN(C(=O)c2ccco2)CC1
5. Cc1ccc(Oc2ccc(S(=O)(=O)NCC(C)(C)N3CCOCC3)cc2)cc1
6. O=C(O)CCc1ccc(-c2ccc(F)cc2)n1CC(=O)O
7. O=C(NCc1ccccc1)C(c1ccncc1)n1c(=O)c(-c2cc3ccccc3[nH]2)nc2ccccc21 (stereo unspecified)
8. NCCCNCCCCNCCCN

entry no.,1,2,3,4,5,6,7,8
PI5P4Ka inh,.,1,-2,2,5,0,9,4
PLK1 PBD inh,-8%,-16%,-2%,-25%,-13%,-17%,0%,-1%
IL2 activator,-3.9,-0.6,-0.3,0.3,-3.1,0.9,0.4,-0.5
FUS suppressor,?,?,?,30%,18%,7%,?,-21%
Abeta yeast res,-9%,9%,-2%,-2%,-19%,-4%,5%,2%
WRN inhibitor,-8%,3%,-3%,4%,-3%,-9%[57.1 µM],-6%,-11%
EPAC1 ag,6%,-4%,-5%,-13%,-6%,0%,9%,-8%
EPAC1 antag,-2%,-24%,-17%,-11%,-3%,-13%,-24%,-5%

9. Cc1c(Cl)cccc1NC(=S)N1CCN(c2ccccn2)CC1
10. CCOc1ccc(NC(=O)CN(C)C(=O)C2CC(=O)N(c3ccc4c(c3)OCCO4)C2)cc1OCC (stereo unspecified)
11. O=C(COC(=O)c1ccccc1[N+](=O)[O-])Nc1cccnc1Cl
12. COc1ccccc1/C=C/C(=O)/C=C/c1ccccc1O
13. Cc1ccc(C(=O)CCC(=O)OCC(=O)Nc2ccc3[nH]c(=O)[nH]c3c2)cc1
14. CCCC(=O)Nc1ccc(Nc2ccccc2)cc1
15. Cc1onc(-c2ccccc2)c1C(=O)N/N=C/c1ccc(O)c([N+](=O)[O-])c1
16. CCCCNC(=O)c1nc(C2CCN(S(=O)(=O)c3cccc(C(F)(F)F)c3)CC2)oc1-c1cccc(C(F)(F)F)c1

entry no.,9,10,11,12,13,14,15,16
PI5P4Ka inh,5,1,12,-1,-1,-14,-4,4
PLK1 PBD inh,-10%,-3%,-7%,1%,-7%,-3%,-8%,-3%
IL2 activator,-0.2,-4.7,-1.4,-3.8,-5.8,-0.2,-0.3,-0.6
FUS suppressor,11%,28%,-20%,27%,11%,-10%,12%,-11%
Abeta yeast res,-1%,1%,-10%,-4%,11%,15%,-2%,-13%
WRN inhibitor,6%,5%,-1%,5%,-2%,2%,-20%,4%
EPAC1 ag,2%,-7%,10%,4%,-9%,6%,-14%,-6%
EPAC1 antag,-9%,7%,9%,3%,5%,2%,4%,1%

17. CCC1CC(=O)CCN1S(=O)(=O)c1ccc(C)cc1 (stereo unspecified)
18. O=C(NN1C(=O)c2ccccc2C1=O)c1ccc2c(c1)C(=O)N(CC1CCCO1)C2=O (stereo unspecified)
19. C=CCSc1ncccc1C(=O)NCCc1ccccc1
20. CCOC(=O)N1CCN(C(=O)c2cn(C)c3ccc(S(=O)(=O)N(C)C4CCCCC4)cc3c2=O)CC1
21. CCn1c(CNc2ccc(Cl)cc2)nnc1SCC(=O)OC1CCCCC1
22. CCOc1ccc(NC(=O)COC(=O)c2ncc(Cl)c(Cl)c2Cl)cc1
23. Cc1ccc(C2=C(O)c3ccccc3C(=O)C2=O)cc1
24. CCOc1ccc(OCc2ccc(C(=O)N/N=C(\C)c3ccccn3)cc2)cc1

entry no.,17,18,19,20,21,22,23,24
PI5P4Ka inh,7,-3,1,-6,3,0,-26,0
PLK1 PBD inh,-1%,2%,1%,6%,-12%,-10%,2%,-12%
IL2 activator,2.4,1.7,-0.3,0.3,-1.8,1.9,0.4,-0.5
FUS suppressor,-10%,22%,8%,4%,?,.,-6%,6%
Abeta yeast res,-11%,-7%,-2%,-11%,-20%,-2%,-32%[inhibitor],?
WRN inhibitor,-8%,-9%,-3%,-1%,5%[57.1 µM],2%,5%,0%
EPAC1 ag,8%,-1%,-1%,-10%,-2%,3%,-8%,10%
EPAC1 antag,6%,-11%,-11%,-4%,-14%,-13%,-8%,-1%

25. Cn1c(=O)c2c(=O)cc(NNC(=O)CC#N)[nH]c2n(C)c1=O
26. COc1ccc(/C=C(/NC(=O)c2ccco2)C(=O)NCc2ccco2)cc1
27. O=C(NCc1ccco1)c1ccc(OC2CCN(Cc3ccccn3)CC2)cc1
28. Cc1ccc(OCCC(=O)OCc2csc(CC(=O)Nc3ccccc3C)n2)cc1
29. Cn1nnc(C(O)CN2CCOCC2)n1 (stereo unspecified)
30. Cc1nc(-c2cccc(NC(=O)c3ccc(-n4nccc4C)cc3)c2)cs1
31. Cc1cc(=O)n2nc(N3CCC(C(=O)NC4CCCc5ccccc54)CC3)sc2n1 (stereo unspecified)
32. CCOC(=O)c1c(C)nc(C)c(C(=O)OCC)c1-c1ccc(O)c(OC)c1

entry no.,25,26,27,28,29,30,31,32
PI5P4Ka inh,-24,0,-5,2,-1,-6,-2,-22
PLK1 PBD inh,30µM*,1%,5%,0%,-5%,2%,-4%,6.7µM*
IL2 activator,5.5,-0.3,0.0,0.8,0.0,-2.1,-0.1,0.2
FUS suppressor,6%,-12%,-5%,15%,-4%,.,12%,5%
Abeta yeast res,6%,5%,1%,9%,-13%,-18%,18%,-4%
WRN inhibitor,5%,0%,-5%,-2%,1%,-11%,-10%,-35%
EPAC1 ag,1%,-1%,1%,14%,4%,12%,15%,1%
EPAC1 antag,7%,2%,-7%,3%,-3%,-1%,-3%,-7%

33. COC(=O)Nc1ccc([N+](=O)[O-])cc1OC
34. COc1ccc(CN2CCNC(=O)C2CC(=O)NC2CC(C)(C)CC(C)(C)C2)cc1OC (stereo unspecified)
35. O=C1C=CC(=O)N1c1ccc2ccccc2c1
36. O=C(c1cnn2ccccc12)N1CCCc2ccccc21
37. CCc1ccc(N(CC)c2ncnc3nc[nH]c23)cc1
38. CC1C(=O)N(Cc2cn(CC3CCCCC3)nn2)CCS(=O)(=O)N1Cc1ccc(-c2ccc(Cl)c(Cl)c2)cc1 (stereo unspecified)
39. OC[C@@H]1CN(Cc2ccc(-c3ccccc3)cc2)C[C@H](n2cnc3c(NC4CCC4)ncnc32)O1
40. O=C(Nc1cccc(NC(=O)c2c(F)cccc2F)n1)c1c(F)cccc1F

entry no.,33,34,35,36,37,38,39,40
PI5P4Ka inh,12,0,-11,1,-6,3,1,-5
PLK1 PBD inh,-2%,-11%,8.4µM*,-6%,-2%,-2%,-11%,-10%
IL2 activator,0.0,0.3,-0.9,0.5,-2.4,-2.7,-0.8,-4.2
FUS suppressor,.,30%,-4%,-19%,3%,26%,?,19%
Abeta yeast res,0%,-6%,-93%[inhibitor],-8%,-6%,6%,-1%,-62%[inhibitor]
WRN inhibitor,-23%,-9%,50µM*,1%,-3%,-1%,2%,-5%
EPAC1 ag,0%,-23%,15%,0%,-14%,-14%,6%,5%
EPAC1 antag,-2%,?,-7%,-2%,9%,15%,-12%,-28%

The closing 3 entries of the part before are carried over, then new ones follow:
38. CC1C(=O)N(Cc2cn(CC3CCCCC3)nn2)CCS(=O)(=O)N1Cc1ccc(-c2ccc(Cl)c(Cl)c2)cc1 (stereo unspecified)
39. OC[C@@H]1CN(Cc2ccc(-c3ccccc3)cc2)C[C@H](n2cnc3c(NC4CCC4)ncnc32)O1
40. O=C(Nc1cccc(NC(=O)c2c(F)cccc2F)n1)c1c(F)cccc1F
41. O=C(NC(=S)NNC(=O)c1cnccn1)c1ccc(F)cc1
42. O=C(NCC1CCCO1)c1ccc(N2CCCCC2)nc1 (stereo unspecified)
43. CC(=O)c1sc(NC(=O)c2ccc(COc3ccccc3Cl)o2)nc1C
44. C=CCOc1ccc(CNc2ccc3[nH]c(=O)[nH]c3c2)cc1
45. CCCCN(CCCC)c1cc(C)nc(-c2ccccc2O)n1
46. CCC1(CC)Cc2ccccc2-c2nc(-c3ccccc3)oc(=O)c21
47. CCCn1nc(CC(=O)OCC)c2ccccc2c1=O
48. Cc1ccc(S(=O)(=O)c2c(C)nn(C(C)(C)C)c2OC(=O)c2ccc(Br)o2)cc1
49. O=C(Nc1ccccc1F)Nc1ccccc1N1CCCCC1
50. CCOC(=O)c1c(C)nc(C)c(C(=O)OCC)c1-c1ccc(Br)cc1

entry no.,38,39,40,41,42,43,44,45,46,47,48,49,50
PI5P4Ka inh,3,1,-5,-6,.,-6,-7,22,0,4,-1,14,2
PLK1 PBD inh,-2%,-11%,-10%,-1%,3%,-12%,-13%,0%,-14%,1%,-3%,-6%,-10%
IL2 activator,-2.7,-0.8,-4.2,-1.7,1.3,1.2,-1.2,0.4,-4.4,-2.5,-2.5,-0.7,-4.4
FUS suppressor,26%,?,19%,-18%,2%,6%,16%,-11%,.,-5%,.,9%,38%
Abeta yeast res,6%,-1%,-62%[inhibitor],0%,21%,-2%,15%,16%,0%,-6%,-18%,-2%,-13%
WRN inhibitor,-1%,2%,-5%,6%,-3%,-8%,0%,-4%,-19%,3%,-16%,-20%,-3%
EPAC1 ag,-14%,6%,5%,4%,4%,5%,-12%,1%,8%,8%,-5%,8%,7%
EPAC1 antag,15%,-12%,-28%,12%,3%,6%,-3%,10%,-1%,11%,2%,-13%,-34%
